# Screening data from PubChem.
# uPA generation = inhibitors of cell surface uPA generation; hit rate 0.31% among 330,000; cell surface uPA generation assay, qHTS; AID 540303; Potency, µM (series often up to 38.3 µM), inactives show at the top dose activity change, negative = inhibition, usual class: inhibitors; active means well fitted inhibition curve with a large enough effect; inconclusive means small, poorly fitted or top-dose-only effect; inactive means no such curve, though single readings can be large or run the other way; tested in mouse RAW 264.7 cells; further: on the % scale 0 is the no-effect control and ±100 the full control effect; nearly all actives have a fitted effect of over 55% in size
# ELG1 genotox = induces genotoxicity in HEK293T cells with luciferase-tagged ELG1 | hit rate 1.3% among 330,000 | Potency, µM (highest dose often 46 µM), for inactives: at the highest dose activity change, positive = activation, most hits filed as activators | AID 504466 | HEK293T ELG1-luciferase reporter, luminescence, 16 h; further: % of control where 0% means no effect; nearly all actives have a fitted effect of over 60% in size
#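 DMSO vehicle served as control against compound-treated ELG1-luciferase HEK293T cells; exposure lasted 16 hr at 37 °C and 5% CO2, followed by ONE-Glo luminescence detection after 30 min.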
# p53 reactivator = re-activators of mutant p53. Potency, µM (titrated, usually from 92.2 µM), for the others: top-dose activity change, positive = activation, usual class: activators. H1299 p53-A138V BP100-luciferase reporter, luminescence, 24 h. hit rate 0.063% among 320,000. AID 504706; further: % of control where 0% means no effect; nearly all actives have a fitted effect of over 45% in size
#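 H1299 (p53-null), stable ts p53-A138V + BP100-Luc; 1000 cells/well, Opti-MEM/10% FBS; cpd 4 pt, 1:5; 24 h, 37 deg C, 5% CO2; detection reagent 10 min RT; luminescence.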
# Gal4-VP16 FLuc = Gal4-VP16 reporter inhibition counter-screen. Drosophila S2 Gal4-VP16 UAS-luciferase, luminescence, 20 h. Potency, µM (doses to about 53.6 µM), without a hit: at the highest dose activity, negative = inhibition, actives largely listed as inhibitors. hit rate 3.5% among 310,000;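 further: Gal4-VP16 expression switched on by copper sulfate through the metallothionein promoter; on the % scale 0 is the no-effect control and ±100 the full control effect; nearly all actives have a fitted effect of over 50% in size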
# NPC1 promoter act = activators of NPC1 promoter. Huh7 NPC1 promoter luciferase reporter, 24 h. Potency, µM (top dose mostly 9.22 µM), for the others: top-dose activation, usual class: activators. hit rate 2.4% among 320,000. AID 485313;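 further: % of control where 0% means no effect; nearly all actives have a fitted effect of over 60% in size; reporter is driven by a mutant NPC1 promoter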
#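 Luminescence from an NPC1 promoter-driven luciferase reporter in stably transfected Huh7 cells was measured after 24 h compound treatment at 37 °C, followed by 10 min ambient incubation with luciferase detection reagent.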
# Rab9 prom act = activators of Rab9 promoter; Huh7 Rab9 promoter-luciferase reporter, luminescence, 24 h; Potency, µM (highest dose often 9.22 µM), for the others: at the highest dose activation, negative = inhibition, usual class: activators; hit rate 2.8% among 320,000; AID 485297; further: % of control where 0% means no effect; nearly all actives have a fitted effect of over 60% in size
#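 Huh7 cells stably carrying a Rab9 promoter-luciferase reporter, 1500 cells per well in OP-MEM I with 10% FBS, treated with compound 24 hours at 37C. Luciferase activity read by luminescence after 10 minutes with Amplite reagent.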
# BRCA1 expr up = BRCA1 expression activation. hit rate 1.1% among 380,000. AID 624202. Potency, µM (series often up to 46.1 µM), for the others: at the top dose activation, actives largely listed as activators. MCF7-BRCA1-FFLuc reporter, luminescence, 48 h; response scale: scaled: vehicle 0%, 10 µM genistein 100%; further: nearly all actives have a fitted effect of over 80% in size; some results filed as inactive show a strong effect at the top dose
#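 MCF7-BRCA1-FFLuc, 2000 cells/well; 2 h attach, 37 °C/5% CO2; compound 48 h; luciferase substrate 15 min; luminescence end-point. Norm. to genistein 10 microM max activation and DMSO; concentration-response curves fitted.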
# MBNL1 CUG block = inhibitors of human MBNL1 binding to CUG repeat RNA; hit rate 0.036% among 280,000; TR-FRET MBNL1-His/biotin-(CUG)12 binding, 665/545 ratio; Potency, µM (series often up to 57.5 µM), without a hit: at the highest dose activity change, negative = inhibition, most hits filed as inhibitors; Q9NR56; active means well fitted inhibition curve with a large enough effect in the signal ratio, with a control signal flat, not every such curve was filed as active; inconclusive means small, poorly fitted or top-dose-only effect, or effect the other way, or a change in a side signal; inactive means no such curve, though single readings can be large or run the other way; the % refers to the signal ratio; further: on the % scale 0 is the no-effect control and ±100 the full control effect
#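 Compounds (final 92 nM to 58 uM) are added to His-tagged MBNL1 and biotin-(CUG)12, then terbium anti-His antibody and streptavidin-XL665 (5 nM final). After 60 min at room temperature, the 665/545 nm ratio is read.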
# FLuc counter = firefly luciferase modulation, counter-screen for miR-21 project. P08659. purified FLuc, Km substrates, luminescence inhibition. Potency, µM (titrated, usually from 57.5 µM), for inactives: top-dose activity change, negative = inhibition, actives largely listed as inhibitors. hit rate 6.9% among 360,000;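 further: plate controls were vehicle for no effect and reference inhibitor for full effect; nearly all actives have a fitted effect of over 55% in size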
# Target sequence (P08659 whole entry, looked up): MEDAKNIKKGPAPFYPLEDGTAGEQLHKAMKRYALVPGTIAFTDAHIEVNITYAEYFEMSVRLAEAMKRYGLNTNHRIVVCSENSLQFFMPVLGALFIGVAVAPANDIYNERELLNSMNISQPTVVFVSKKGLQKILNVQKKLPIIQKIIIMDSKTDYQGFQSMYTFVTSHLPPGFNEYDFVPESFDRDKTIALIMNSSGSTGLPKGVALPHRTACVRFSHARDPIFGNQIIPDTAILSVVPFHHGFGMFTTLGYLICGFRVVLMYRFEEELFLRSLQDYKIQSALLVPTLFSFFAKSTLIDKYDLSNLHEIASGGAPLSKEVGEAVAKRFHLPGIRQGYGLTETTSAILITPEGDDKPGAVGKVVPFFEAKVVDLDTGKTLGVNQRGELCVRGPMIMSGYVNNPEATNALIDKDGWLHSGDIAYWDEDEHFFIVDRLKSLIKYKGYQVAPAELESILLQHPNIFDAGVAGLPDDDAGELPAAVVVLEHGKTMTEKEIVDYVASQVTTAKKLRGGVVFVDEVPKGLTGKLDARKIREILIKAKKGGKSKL
#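 Biochemical qHTS of compounds, final roughly 60 µM downward over six points, against 10 nM purified firefly luciferase using Km concentrations of substrates (10 uM D-luciferin, 10 uM ATP) in Tris acetate pH 7.5 buffer; luminescence output.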
# RORgamma inh = inhibitors of mouse ROR gamma transcriptional activity; P51450; Drosophila S2 Gal4-RORgamma UAS-luciferase reporter, 20 h; hit rate 5.4% among 310,000; AID 2551; Potency, µM (doses to about 53.6 µM), for the others: top-dose activity change, negative = inhibition, usual class: inhibitors; further: on the % scale 0 is the no-effect control and ±100 the full control effect; nearly all actives have a fitted effect of over 60% in size
# Target sequence (P51450 whole entry, looked up, the tested form may be a part): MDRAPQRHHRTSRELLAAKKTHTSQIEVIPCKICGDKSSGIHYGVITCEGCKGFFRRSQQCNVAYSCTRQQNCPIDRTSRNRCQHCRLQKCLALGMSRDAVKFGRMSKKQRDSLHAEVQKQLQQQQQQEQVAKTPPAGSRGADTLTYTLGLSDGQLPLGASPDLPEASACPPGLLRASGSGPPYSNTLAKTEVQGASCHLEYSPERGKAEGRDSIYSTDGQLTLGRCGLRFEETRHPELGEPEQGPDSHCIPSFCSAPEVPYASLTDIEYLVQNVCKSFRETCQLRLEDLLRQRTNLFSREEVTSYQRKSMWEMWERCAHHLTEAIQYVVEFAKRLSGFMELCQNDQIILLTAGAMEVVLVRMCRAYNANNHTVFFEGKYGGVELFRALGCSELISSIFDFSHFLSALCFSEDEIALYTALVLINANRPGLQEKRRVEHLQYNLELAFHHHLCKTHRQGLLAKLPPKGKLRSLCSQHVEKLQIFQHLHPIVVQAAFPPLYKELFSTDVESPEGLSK
#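 Schneider cells (Drosophila), stable Gal4 DBD–ROR gamma + UAS-luc; 1 hr cmpd preincubation; Cu2+ induction 700 uM final; 20 hr ambient; luminescence.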
# * = called active by the depositor; ? = inconclusive; . = not tested or not shown; & = joins results of further samples; [ ] = remark or other dose. Unless noted, the call rests on the fitted dose curve; in most records, active means well fitted curve in the direction sought with a large enough effect; inconclusive means small, poorly fitted or top-dose-only effect, or another doubt; inactive means no such curve, though single readings can be large; an effect the other way counts as inactive or inconclusive. Potency means the concentration at half of the fitted maximal effect.
no. | structure | uPA generation | ELG1 genotox | p53 reactivator | Gal4-VP16 FLuc | NPC1 promoter act | Rab9 prom act | BRCA1 expr up | MBNL1 CUG block | FLuc counter | RORgamma inh
1 | C=CC1C(OC2OC(CO)C(O)C(O)C2O)OC=C(C(=O)OC)C1CC1CC(=O)CC(CC(=O)CCc2ccc(O)cc2)O1 (stereo not drawn) | -69% | -2% | 2% | 0% | -2% | -5% | -7% | -12% | -1% | -1%
2 | Cc1ccc(NC(=O)CCc2c(C)nn(-c3ccc(N4CCCCC4)nn3)c2C)cc1F | 0% | ? | 14% | -19% | 2µM* | 4µM* | 3.2µM* | 24% | 3.4µM* | -12%
3 | COc1ccc(N(CN2C(=O)C3C4C=CC(C4)C3C2=O)C(=O)c2ccco2)cc1 (stereo not drawn) | 1% | 1% | 3% | -11% | 2% | -8% | -12% | -4% | -2% | -4%
4 | CCOc1ccc(/C=C2\SC(=S)N(NS(=O)(=O)c3ccc(C)cc3)C2=O)cc1OC | 0% | 0% | -4% | 3% | 3% | -8% | -30% | -2% | ? | -3%
5 | CCCCOc1ccc(/C=C/C(=O)OCC(=O)c2c(N)n(C)c(=O)n(C)c2=O)cc1OCC | 4% | 16% | 7% | 14% | 0% | -1% | 1% | -3% | -8% | -26%
6 | Cc1cccnc1NC(=O)COc1ccc2oc3c(c2c1)CCCC3 | 3% | 2% | ? | -11% | -1% | 4% | 2% | 0% | ? | -7%
7 | Cc1ccc(Cn2nnc3c(=O)[nH]c(C4CCCN(C(=O)c5ccco5)C4)nc32)cc1 (stereo not drawn) | 0% | 11% | -8% | -2% | 5% | -3% | -16% | -6% | 0% | ?
8 | CC(C)OCCCN1CN(S(=O)(=O)c2ccccc2)c2nc3ccccc3nc21 | 8% | 2% | 0% | -4% | -15% | -3% | 45% | 15% | -3% | 19%
9 | O=C1N(c2ccccc2C(F)(F)F)O[C@]1(c1ccccc1)C1CCCCC1 | -23% | -3% | ? | . | -10% | -8% | -9% | . | 4% | .
10 | COc1ccc(OC)c(S(=O)(=O)Nc2ccc3c(c2)n(C)c(=O)n3C)c1 | -9% | ? | -3% | ? | 2% | 1% | -41% | 1% | -2%&-3% | -11%
11 | O=C(NC(=S)Nc1ccc(S(=O)(=O)Nc2nccs2)cc1)c1ccc(Br)o1 | -15% | -7% | -1% | 0% | -2% | -5% | 3% | 4% | -14% | -26%
12 | COc1cccc(CNC(=O)COC(=O)c2cc(Br)c(Br)s2)c1 | -2% | 2% | 13% | . | 5% | -2% | -2% | . | 7% | .
13 | CN(C)C(=O)CCc1ccc2c3c([nH]c2c1)[C@]1(C)[C@@H](C(=O)N2CCCCC2)C[C@H](CC(=O)NCC24CC5CC(CC(C5)C2)C4)C(=O)N1CC3 | ? | -3% | 9% | . | . | . | -47% | . | . | .
14 | Cc1cccc(NC(=S)NNC(=S)NCc2ccccc2)c1 | . | 0% | 17% | 1% | 1% | 0% | 5% | -21% | ? | -25%
15 | COc1ccc(C(=O)COC(=O)C2CCN(c3ccc(C(F)(F)F)cn3)CC2)c(OC)c1 | 7% | -5% | 6% | . | 2% | -3% | -39% | . | -3% | .
16 | O=S(=O)(Cc1nc2ccccc2s1)c1ccccc1 | -4% | 4.6µM* | ? | -9% | 2µM* | 3.2µM* | ? | -2% | 12µM* | -21%
17 | CC(C)c1ccc2c(c1)CC[C@H]1[C@](C)(CN)CCC[C@]21C | -1%&12% | . | . | ? | . | . | -78%&20% | . | . | 11µM*
18 | CCOc1ccccc1OCCCC(=O)NCCc1ccc(S(N)(=O)=O)cc1 | -1% | -2% | 0% | 2% | 0% | 4% | -26% | 0% | 0% | -10%
19 | COc1ccc([C@]23Cc4cc(OC)c(OC)cc4C(O2)C2=C(CC4(CCCCC4)OC2=O)O3)cc1 | . | . | . | 5%[10 µM] | 1%[1.84 µM] | -1%[1.84 µM] | . | -12%[11.5 µM] | -8%[11.5 µM] | 9%[10 µM]
20 | O=C(COC(=O)/C=C/c1ccc(F)cc1)NC1CCCC1 | -1% | 3% | 5% | . | -5% | -2% | -13% | . | -2% | .
21 | CC(C)C(NC(=O)OCc1ccccc1)C(=O)OCC(=O)NC1CC1 (stereo not drawn) | 1% | 0% | 3% | 11% | 6% | -2% | 13% | 2% | -2% | 4%
22 | COc1cccc(NC(=S)N(CCC(C)C)C(C)c2ccncc2)c1 (stereo not drawn) | 4% | -2% | 8% | 8% | 1% | -6% | -22% | -5% | 1% | -39%
23 | Cc1ccccc1CNC(=O)Cc1cccs1 | -22% | ? | 12% | 9% | 26% | 27% | 13µM* | 2% | ? | 19%
24 | Cc1cccc(OCC(=O)N(C)CCc2ccccn2)c1 | 2% | 2% | 9% | 12% | 9% | -1% | 36% | -4% | 0% | 31%
25 | COC(=O)c1ccc(CNC(=O)CSc2nc3sc(C)c(C)c3c(=O)n2C)o1 | -4% | -7% | -6% | -1% | -1% | -3% | 4% | 6% | -1% | 14%
26 | O=C(CSc1nnc(Cc2ccccc2)c(=O)[nH]1)Nc1ccccc1 | 3% | -1% | 3% | . | -1% | -1% | -11% | . | -12% | .
27 | COc1ccc(NC(=O)c2ccccc2N(Cc2ccccc2)S(C)(=O)=O)cc1OC | -5% | 0% | -4% | 0% | 0% | -2% | -14% | -16% | 1% | 29%
28 | O=C1NC2(CCCC2)Oc2ccccc21 | 0% | ? | 1% | -15% | -1% | 1% | 1% | -10% | 1% | 33%
29 | COc1ccccc1CN(C)C(=O)c1cc2ccccc2o1 | 1% | -1% | 14% | 23% | -1% | 1% | 23% | 2% | -13% | -5%
30 | CC(C)OC(=O)c1c(F)c(F)c(N2CCOCC2)c(F)c1F | 7% | 2% | 7% | -14% | 1% | -5% | 22% | 2% | -14% | 22%

# Ordered by count of non-hydrogen atoms (rising): some entries from above.
no. | structure | uPA generation | ELG1 genotox | p53 reactivator | Gal4-VP16 FLuc | NPC1 promoter act | Rab9 prom act | BRCA1 expr up | MBNL1 CUG block | FLuc counter | RORgamma inh
23 | Cc1ccccc1CNC(=O)Cc1cccs1 | -22% | ? | 12% | 9% | 26% | 27% | 13µM* | 2% | ? | 19%
11 | O=C(NC(=S)Nc1ccc(S(=O)(=O)Nc2nccs2)cc1)c1ccc(Br)o1 | -15% | -7% | -1% | 0% | -2% | -5% | 3% | 4% | -14% | -26%
25 | COC(=O)c1ccc(CNC(=O)CSc2nc3sc(C)c(C)c3c(=O)n2C)o1 | -4% | -7% | -6% | -1% | -1% | -3% | 4% | 6% | -1% | 14%
27 | COc1ccc(NC(=O)c2ccccc2N(Cc2ccccc2)S(C)(=O)=O)cc1OC | -5% | 0% | -4% | 0% | 0% | -2% | -14% | -16% | 1% | 29%
2 | Cc1ccc(NC(=O)CCc2c(C)nn(-c3ccc(N4CCCCC4)nn3)c2C)cc1F | 0% | ? | 14% | -19% | 2µM* | 4µM* | 3.2µM* | 24% | 3.4µM* | -12%

# Additional structures
no. | structure | uPA generation | ELG1 genotox | p53 reactivator | Gal4-VP16 FLuc | NPC1 promoter act | Rab9 prom act | BRCA1 expr up | MBNL1 CUG block | FLuc counter | RORgamma inh
31 | CCC[C@@H](CN1CCC[C@H]1CN1C(N)=NC[C@H]1CC(C)C)N1C[C@@H]([C@H](C)CC)N(CCCC2CCCC2)C1=N | -2% | 1% | 3% | . | . | . | -5% | . | . | .
32 | CC(NC(=O)c1ccc(Br)o1)C1CC2CCC1C2 (stereo not drawn) | -10% | -1% | . | . | -1% | -1% | 4% | 2% | 2% | .
33 | Cc1cc(Oc2ccc(=O)[nH]n2)nc(Cl)n1 | 10% | ? | 13% | 7% | 1µM* | 3.2µM* | -9% | -5% | 15µM* | 11%
34 | O=C(Nc1ccccn1)Nc1ccccc1Cl | 11% | ? | ? | ? | ? | ? | 42% | -1% | ? | 12%
35 | O=C(c1ccc(C(F)(F)F)cc1)N1CCCCC1 | 10% | 1% | -2% | -1% | 1% | -4% | 26% | 3% | 1% | 1%
36 | CCCCc1nnc(NC(=O)CS(=O)(=O)Cc2ccccc2)s1 | 10% | -3% | -8% | 0% | 1% | -5% | -17% | 1% | 4% | -13%
37 | O=C(Cn1c(=O)c2cccn2c2cccnc21)N1CCN(c2ccccc2F)CC1 | -8% | -5% | -9% | 1% | -1% | -4% | -3% | 2% | 5% | 16%
38 | CCCNC(=O)CN(C1CCCCC1)S(C)(=O)=O | 0% | . | . | -8% | . | . | -13% | 2% | -7% | -3%
39 | O=[N+]([O-])c1ccc(Sc2ncccn2)c([N+](=O)[O-])c1 | -5% | ? | -14% | ? | -5% | -7% | -63% | . | 0% | 7.9µM*
40 | CCn1c(SC)nc2c(c1=O)SC(C)C2 (stereo not drawn) | -6% | -2% | 2% | 3% | -4% | 0% | 30% | 4% | 4% | 22%
41 | CN(C)c1ccc(C(CNC(=O)c2ccccc2Br)c2c[nH]c3ccccc23)cc1 (stereo not drawn) | 7% | -2% | 12% | -2% | -1% | 0% | -2% | -3% | -17% | ?
42 | CCCC1CC(c2csc(N)n2)CCO1 (stereo not drawn) | 5% | 0% | -2% | -1% | -1% | -4% | -5% | 8% | 0% | -2%
43 | Cc1ccc2c(c1)[C@@H]1[C@H](CO2)[C@H](c2ccccc2)[C@]2(C)C(=O)N[C@H](C)C(=O)N12 | 6% | 0% | 0% | . | . | . | 10% | . | . | .
